Screens deposited in PubChem by several laboratories.
DNA FID counter: compounds displacing fluorescent DNA intercalator, primary screen, artefact control for HCV NS3 helicase inhibitor project, biochemical, FID fluorescence | DNA fluorescent intercalator displacement | inhibition, % at 7.9 µM | 0.17% of 290,000 active; in the data active means inhibition above about 37%;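 further: 0% = vehicle and 100% = reference compound; higher means more ethidium bromide displaced from hairpin DNA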
GPR7 antag: GPR7 receptor antagonists, primary screen, cell-based, fluorescence, single concentration; Neuropeptides B/W receptor type 1 (Homo sapiens), P48145; GPR7-expressing cells, fluorescence antagonist assay; inhibition, % at 4.4 µM; 1.1% of 290,000 active; AID 1861, 2009; in the data active means inhibition above about 16%, passing the limit was not always enough;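 further: cells stimulated with the agonist NPW; 0% = agonist with vehicle and 100% = vehicle without agonist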
Target sequence (P48145 whole entry, looked up): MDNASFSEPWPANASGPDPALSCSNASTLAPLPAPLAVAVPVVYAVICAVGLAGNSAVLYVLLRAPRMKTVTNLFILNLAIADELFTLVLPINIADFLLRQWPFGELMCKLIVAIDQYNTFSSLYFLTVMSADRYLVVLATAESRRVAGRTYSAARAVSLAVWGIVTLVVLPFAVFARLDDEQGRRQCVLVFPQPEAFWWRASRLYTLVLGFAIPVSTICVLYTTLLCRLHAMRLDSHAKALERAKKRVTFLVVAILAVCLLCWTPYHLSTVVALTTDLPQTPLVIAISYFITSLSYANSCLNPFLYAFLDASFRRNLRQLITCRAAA
MEKK3 PB1 HTS: modulators of MEKK3-MEK5 PB1 binding, primary screen, biochemical, wildtype MEKK3, multiplex bead flow cytometry, Alexa488-MEK5; Mitogen-activated protein kinase kinase kinase 3 (Homo sapiens), Q99759; bead-based flow cytometry, Alexa488-MEK5 binding to MEKK3; actives lie on both sides; 0 = blocked by unlabeled MEK5, 100 = vehicle; binding response (% of control), % at 10 µM; 1.4% of 290,000 active;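 active means binding response more than 3 SD above or below the average of its plate-row segment, actives on both sides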;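 further: Alexa488 bead fluorescence after subtracting the streptavidin-only scavenger bead signal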
NALP1 inh: NALP1 inflammasome inhibitors in reconstituted yeast, colorimetric, S. cerevisiae, triplicate retest | S. cerevisiae NALP1/ASC/caspase-1 growth, X-gal OD620, 72 h | inhibition, % at 10 µM | 0.61% of 280,000 active; in the data active means inhibition mostly above about 24%, no sharp cut-off; inactive means mostly below about 32%; further: some compounds called inactive have numbers as strong as hits
PfM18AAP inh: PfM18AAP inhibitors, malaria aminopeptidase, primary screen, biochemical, QFRET, recombinant enzyme | 1.2% of 290,000 active | M18 aspartyl aminopeptidase (Plasmodium falciparum 3D7) | inhibition, % at 7.35 µM | H-Glu-NHMec fluorogenic cleavage;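 active means inhibition above the campaign mean inhibition over all tested compounds plus 3 SD, cut at about 28% in these data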;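 further: 0% = plate median of test compound wells and 100% = 2 mM ZnCl2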
MEKK2 mut-MEK5: MEK5 binding signal on mutant MEKK2 PB1, primary screen, biochemical, multiplex bead flow cytometry, Alexa488-MEK5; Alexa488-MEK5 binding to MEKK2 mutant; percent response, % at 10 µM; 0.35% of 290,000 active; in the data active means percent response above about 24%, passing the limit was not always enough; further: inactives centre near 1; some results filed as inactive read as strong as hits; reference of the scale not given here
OXTR ag: human OXTR agonists, primary screen, fluorescence, CHO-OTR cells, Fluo-8 calcium. Oxytocin receptor (Homo sapiens), P30559. Fluo-8 calcium fluorescence; normalized: DMSO 0%, oxytocin 100%. activation, % at 3 µM. 0.32% of 320,000 active. AID 2435, 2010;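 active means activation above the mean of all tested compounds plus 3 SD, cutoff set per screening run, cut at about 20% in these data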;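 further: peak over basal fluorescence ratio from a 100 s FLIPR kinetic read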
Target sequence (P30559 whole entry, looked up): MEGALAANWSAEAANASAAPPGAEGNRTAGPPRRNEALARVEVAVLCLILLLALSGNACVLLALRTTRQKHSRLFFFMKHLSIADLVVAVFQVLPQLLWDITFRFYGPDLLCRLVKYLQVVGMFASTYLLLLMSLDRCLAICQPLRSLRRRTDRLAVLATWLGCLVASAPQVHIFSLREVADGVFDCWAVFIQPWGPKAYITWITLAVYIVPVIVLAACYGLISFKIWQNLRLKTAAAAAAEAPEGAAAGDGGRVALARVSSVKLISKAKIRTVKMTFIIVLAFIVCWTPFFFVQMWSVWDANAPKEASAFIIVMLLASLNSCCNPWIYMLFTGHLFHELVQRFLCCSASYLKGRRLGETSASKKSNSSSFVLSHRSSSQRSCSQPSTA
MEKK2 WT-MEK5: modulators of MEK5 binding to wildtype MEKK2, primary screen, biochemical, multiplex bead flow cytometry, Alexa488-MEK5 | 1.1% of 290,000 active | AID 1531, 2009 | binding response (% of control), % at 10 µM | Mitogen-activated protein kinase kinase kinase 2 (Homo sapiens), Q9Y2U5 | Alexa488-MEK5 binding to MEKK2 WT; actives lie on both sides; in the data active means binding response below about 67% or above about 130%
PHOSPHO1 block: PubChem AID 1565 | Phosphoethanolamine/phosphocholine phosphatase (Homo sapiens), Q8TCT1 | recombinant PHOSPHO1, absorbance phosphatase assay | inhibition, % at 13.3 µM | 1.1% of 290,000 active; in the data active means inhibition above about 60%
Target sequence (Q8TCT1 whole entry, looked up): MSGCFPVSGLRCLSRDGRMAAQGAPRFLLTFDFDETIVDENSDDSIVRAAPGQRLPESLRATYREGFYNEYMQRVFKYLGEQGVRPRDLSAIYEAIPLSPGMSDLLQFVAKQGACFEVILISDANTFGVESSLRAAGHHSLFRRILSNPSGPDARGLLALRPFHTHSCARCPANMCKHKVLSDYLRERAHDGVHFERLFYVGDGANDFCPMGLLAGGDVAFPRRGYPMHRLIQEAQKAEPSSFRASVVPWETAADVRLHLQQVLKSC
The depositor's hits bear a star.

For CCC(=O)Nc1ccc(NCc2cccs2)cc1 the results were DNA FID counter -2, GPR7 antag 20, MEKK3 PB1 HTS 103, NALP1 inh 23, PfM18AAP inh 19, MEKK2 mut-MEK5 1, OXTR ag 0.7, MEKK2 WT-MEK5 102 and PHOSPHO1 block -28.
C=C(C)COc1ccc(-c2[nH]ncc2-c2ccc(Br)cc2)c(O)c1 was read as DNA FID counter -4, GPR7 antag -10, MEKK3 PB1 HTS 107, NALP1 inh 19, PfM18AAP inh 1, MEKK2 mut-MEK5 1, OXTR ag -0.1, MEKK2 WT-MEK5 105 and PHOSPHO1 block 10.
Screening CN1CCN(NC(=O)c2cc(-c3ccc(Br)s3)nc3ccccc23)CC1 returned DNA FID counter 27, GPR7 antag 6, MEKK3 PB1 HTS 92, NALP1 inh 22, PfM18AAP inh 10, MEKK2 mut-MEK5 -2, OXTR ag 2.3, MEKK2 WT-MEK5 94 and PHOSPHO1 block 14.
Screening N#Cc1cnn(-c2ccccc2)c1NC(=O)CN1CCOCC1 returned DNA FID counter 1, GPR7 antag -14, MEKK3 PB1 HTS 100, NALP1 inh 3, PfM18AAP inh -8, MEKK2 mut-MEK5 -1, OXTR ag 1.0, MEKK2 WT-MEK5 100 and PHOSPHO1 block -1.
For O=C1C(Cl)=C(N2CCCC2)C(=O)N1c1ccccc1F the results were DNA FID counter -10, GPR7 antag -3, MEKK3 PB1 HTS 101, NALP1 inh 7, PfM18AAP inh 16, MEKK2 mut-MEK5 3, OXTR ag -2.0, MEKK2 WT-MEK5 99 and PHOSPHO1 block -2.
N#CC1=C(S)N(c2ccccc2)C2(CCCCC2)NC1=O was read as DNA FID counter 3, GPR7 antag 2, MEKK3 PB1 HTS 86, NALP1 inh -3, PfM18AAP inh 3, MEKK2 mut-MEK5 -4, OXTR ag 1.5, MEKK2 WT-MEK5 92 and PHOSPHO1 block 1.
`O=C1C(=O)N(CCc2c[nH]c3ccccc23)C(c2cccnc2)/C1=C(/O)c1ccccc1` (stereo unspecified) gave DNA FID counter -36, GPR7 antag 4, MEKK3 PB1 HTS 76, NALP1 inh 15, PfM18AAP inh -3, MEKK2 mut-MEK5 -12, OXTR ag -1.6, MEKK2 WT-MEK5 73 and PHOSPHO1 block 23.
COc1ccc(NC(=S)N(CCC(C)C)C(C)c2ccncc2)cc1 (stereo unspecified) was read as DNA FID counter -9, GPR7 antag -2, MEKK3 PB1 HTS 97, PfM18AAP inh 9, MEKK2 mut-MEK5 -1, OXTR ag 1.1, MEKK2 WT-MEK5 92 and PHOSPHO1 block 44.
For O=C(Nc1nnc(-c2ccncc2)o1)C1CCCCC1 the results were DNA FID counter -4, GPR7 antag -6, MEKK3 PB1 HTS 100, NALP1 inh 16, PfM18AAP inh 2, MEKK2 mut-MEK5 7, OXTR ag -1.3, MEKK2 WT-MEK5 114 and PHOSPHO1 block -9.
Cc1ccc2cc(C3CC(c4cccs4)=NN3S(C)(=O)=O)c(Cl)nc2c1 (stereo unspecified) was read as DNA FID counter -20, GPR7 antag -5, MEKK3 PB1 HTS 97, NALP1 inh 0, PfM18AAP inh 6, MEKK2 mut-MEK5 5, OXTR ag 0.3, MEKK2 WT-MEK5 -4.0* and PHOSPHO1 block 27.
O=S(=O)(c1ccc(F)c(F)c1)N1CCN(S(=O)(=O)c2cccs2)CC1 was read as DNA FID counter -5, GPR7 antag -4, MEKK3 PB1 HTS 102, NALP1 inh 11, PfM18AAP inh -1, MEKK2 mut-MEK5 -1, OXTR ag 0.2, MEKK2 WT-MEK5 99 and PHOSPHO1 block 33.
Screening CCCS/C(N)=N/N=C/c1ccccc1O returned DNA FID counter 0, GPR7 antag -1, MEKK3 PB1 HTS 108, NALP1 inh 3, PfM18AAP inh 26, MEKK2 mut-MEK5 10, OXTR ag -0.1, MEKK2 WT-MEK5 107 and PHOSPHO1 block 3.
For COc1ccc(NC(=O)C(NC(=O)c2ccc(=O)[nH]c2)c2ccccc2)cc1 (stereo unspecified) the results were DNA FID counter -4, GPR7 antag -5, MEKK3 PB1 HTS 79, NALP1 inh 18, PfM18AAP inh 0, MEKK2 mut-MEK5 -1, OXTR ag 2.2, MEKK2 WT-MEK5 94 and PHOSPHO1 block -5.
`COc1ccc(/C=C/C(=O)OCC(=O)NC2CCCC(C)C2C)cc1S(=O)(=O)N1CCOCC1` (stereo unspecified) gave DNA FID counter -3, GPR7 antag -14, MEKK3 PB1 HTS 108, NALP1 inh 8, PfM18AAP inh 0, MEKK2 mut-MEK5 -10, OXTR ag -0.5, MEKK2 WT-MEK5 90 and PHOSPHO1 block -2.
For CCOc1ccccc1N1CN(CC)CNC1=S the results were DNA FID counter 1, GPR7 antag -10, MEKK3 PB1 HTS 100, NALP1 inh 4, PfM18AAP inh -8, MEKK2 mut-MEK5 9, OXTR ag 1.8, MEKK2 WT-MEK5 105 and PHOSPHO1 block -68.
`Cc1ccc(NC(=O)c2cc(-n3cnnc3)ccc2Cl)c(C)c1` gave DNA FID counter 0, GPR7 antag 5, MEKK3 PB1 HTS 104, NALP1 inh 10, PfM18AAP inh 0, MEKK2 mut-MEK5 1, OXTR ag -2.4, MEKK2 WT-MEK5 90 and PHOSPHO1 block -3.
`O=C1OCCC1Sc1nnc(-c2ccco2)o1` (stereo unspecified) gave DNA FID counter -3, GPR7 antag -8, MEKK3 PB1 HTS 101, NALP1 inh 5, PfM18AAP inh 0, MEKK2 mut-MEK5 6, OXTR ag 0.3, MEKK2 WT-MEK5 102 and PHOSPHO1 block 4.
NC(=O)c1oc2ccccc2c1NC(=O)c1nc2ccccc2s1 was read as DNA FID counter -2, GPR7 antag 8, MEKK3 PB1 HTS 103, NALP1 inh 3, PfM18AAP inh -2, MEKK2 mut-MEK5 4, OXTR ag 0.6, MEKK2 WT-MEK5 99 and PHOSPHO1 block 0.
Cc1nc2sc(C)c(C)c2c(=O)o1 was read as DNA FID counter 2, GPR7 antag -6, MEKK3 PB1 HTS 101, NALP1 inh 0, PfM18AAP inh 1, MEKK2 mut-MEK5 4, OXTR ag -0.6, MEKK2 WT-MEK5 104 and PHOSPHO1 block -22.
`O=[N+]([O-])c1ccc(/C=N/Nc2nc(N3CCCCC3)nc(N3CCCCC3)n2)o1` gave DNA FID counter -10, GPR7 antag -10, MEKK3 PB1 HTS 89, NALP1 inh -7, PfM18AAP inh -3, MEKK2 mut-MEK5 -14, OXTR ag -1.9, MEKK2 WT-MEK5 83 and PHOSPHO1 block 8.
`C/C(=C\C1CCCCC1)C(NC(=O)c1ccc(C(F)(F)F)cc1)c1ccc(-c2ccccc2)cc1` (stereo unspecified) gave MEKK3 PB1 HTS 102, MEKK2 mut-MEK5 1, OXTR ag 0.4 and MEKK2 WT-MEK5 102.
CCNS(=O)(=O)c1ccc(OC)c(C)c1 was read as DNA FID counter 0, GPR7 antag -2, MEKK3 PB1 HTS 102, NALP1 inh 14, PfM18AAP inh -1, MEKK2 mut-MEK5 6, OXTR ag -0.7, MEKK2 WT-MEK5 100 and PHOSPHO1 block -6.
Screening CCn1c2ccccc2c2cc(NC(=O)CNC)ccc21 returned DNA FID counter 13, GPR7 antag 4, MEKK3 PB1 HTS 107, NALP1 inh 10, PfM18AAP inh -15, MEKK2 mut-MEK5 8, OXTR ag 4.0, MEKK2 WT-MEK5 113 and PHOSPHO1 block 38.
CC1(C)c2cc(O)ccc2OC1N1CCOCC1 (stereo unspecified) was read as DNA FID counter -4, GPR7 antag -2, MEKK3 PB1 HTS 104, NALP1 inh 9, PfM18AAP inh -54, MEKK2 mut-MEK5 4, OXTR ag -0.1, MEKK2 WT-MEK5 98 and PHOSPHO1 block 31.
O=C(Nc1cccc(Cl)c1)c1cnccn1 was read as DNA FID counter -3, GPR7 antag 1, MEKK3 PB1 HTS 105, NALP1 inh 15, PfM18AAP inh -7, MEKK2 mut-MEK5 1, OXTR ag 1.2, MEKK2 WT-MEK5 99 and PHOSPHO1 block 18.
Screening COc1ccccc1NC(=O)C1=C(C)Nc2nc3ccccc3n2C1c1cccs1 (stereo unspecified) returned DNA FID counter -8, GPR7 antag 0, MEKK3 PB1 HTS 92, NALP1 inh 20, PfM18AAP inh 0, MEKK2 mut-MEK5 -2, OXTR ag -1.7, MEKK2 WT-MEK5 90 and PHOSPHO1 block -7.
For CCCCC(=O)Nc1ccc(C(=O)N2CCN(C)CC2)cc1 the results were DNA FID counter 3, GPR7 antag -6, MEKK3 PB1 HTS 113, NALP1 inh 27, PfM18AAP inh -1, MEKK2 mut-MEK5 3, OXTR ag 0.0, MEKK2 WT-MEK5 113 and PHOSPHO1 block 0.
For CCOc1c(Nc2cccc(Cl)c2)c(=O)c1=O the results were DNA FID counter 4, GPR7 antag -4, MEKK3 PB1 HTS 97, PfM18AAP inh 4, MEKK2 mut-MEK5 -5, OXTR ag 0.3, MEKK2 WT-MEK5 91 and PHOSPHO1 block 19.
`Cc1cccc(N(CC(=O)N2CCOCC2)S(C)(=O)=O)c1` gave DNA FID counter -3, GPR7 antag -3, MEKK3 PB1 HTS 100, NALP1 inh 6, PfM18AAP inh 4, MEKK2 mut-MEK5 2, OXTR ag 0.5, MEKK2 WT-MEK5 86 and PHOSPHO1 block 28.
Screening COC(=O)[C@@H](NC(=O)CCc1nnc(-c2ccsc2)o1)C(C)C returned DNA FID counter 4, GPR7 antag -3, MEKK3 PB1 HTS 93, NALP1 inh -10, PfM18AAP inh -3, MEKK2 mut-MEK5 -9, OXTR ag 1.0, MEKK2 WT-MEK5 91 and PHOSPHO1 block 23.
Screening CCOC(=O)C1CCN(c2nc3ccccc3nc2C(C#N)C(=O)OCCOC)CC1 (stereo unspecified) returned DNA FID counter -3, GPR7 antag -9, MEKK3 PB1 HTS 104, NALP1 inh -16, PfM18AAP inh 2, MEKK2 mut-MEK5 1, OXTR ag -0.2, MEKK2 WT-MEK5 105 and PHOSPHO1 block -7.
CN1CCN(C(=O)C2CCCN(S(=O)(=O)c3ccc(Cl)cc3)C2)CC1 (stereo unspecified) was read as DNA FID counter 15, GPR7 antag 3, MEKK3 PB1 HTS 101, NALP1 inh 8, PfM18AAP inh 3, MEKK2 mut-MEK5 4, OXTR ag 0.1, MEKK2 WT-MEK5 102 and PHOSPHO1 block 65*.
For Cc1[nH]c2ccccc2c1/C=N/Nc1ccccn1 the results were DNA FID counter 4, GPR7 antag 1, NALP1 inh -22, PfM18AAP inh 2 and PHOSPHO1 block -35.

Some of these compounds in order of SMILES length, ascending.
Screening COC(=O)[C@@H](NC(=O)CCc1nnc(-c2ccsc2)o1)C(C)C returned DNA FID counter 4, GPR7 antag -3, MEKK3 PB1 HTS 93, NALP1 inh -10, PfM18AAP inh -3, MEKK2 mut-MEK5 -9, OXTR ag 1.0, MEKK2 WT-MEK5 91 and PHOSPHO1 block 23.
Screening COc1ccccc1NC(=O)C1=C(C)Nc2nc3ccccc3n2C1c1cccs1 (stereo unspecified) returned DNA FID counter -8, GPR7 antag 0, MEKK3 PB1 HTS 92, NALP1 inh 20, PfM18AAP inh 0, MEKK2 mut-MEK5 -2, OXTR ag -1.7, MEKK2 WT-MEK5 90 and PHOSPHO1 block -7.
Screening CCOC(=O)C1CCN(c2nc3ccccc3nc2C(C#N)C(=O)OCCOC)CC1 (stereo unspecified) returned DNA FID counter -3, GPR7 antag -9, MEKK3 PB1 HTS 104, NALP1 inh -16, PfM18AAP inh 2, MEKK2 mut-MEK5 1, OXTR ag -0.2, MEKK2 WT-MEK5 105 and PHOSPHO1 block -7.
